Source: PubChem BioAssay
IMP-1 inh = inhibitors of Pseudomonas aeruginosa IMP-1 metallo-beta-lactamase; purified IMP-1, nitrocefin hydrolysis, epi-absorbance fluorescence; inhibition, % at 5.6 µM; actives 0.45% (n = 290,000); AID 1556;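 active = inhibition above the mean plus 3 SD of all compounds in the same screening run, cut at about 4.5% in these data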;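 also: 0% = IMP-1 with DMSO and 100% = DMSO wells lacking enzyme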
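System: purified recombinant IMP-1 beta-lactamase. Medium: Zinc- and detergent-supplemented HEPES buffer, pH 7.1. Compound: one 5.6 µM dose […]. Schedule: 15 min preincubation plus 25 min reaction at 25 °C. Technique: Epi-absorbance fluorescence, 480 nm excitation, 530 nm emission.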
DNA FID counter = fluorescent intercalator displacement, NS3 helicase counter-screen; actives 0.17% (n = 290,000); DNA fluorescent intercalator displacement, fluorescence; inhibition, % at 7.9 µM; AID 1845; in the data active = inhibition above about 37%;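 also: 0% = vehicle and 100% = reference compound; higher means more ethidium bromide displaced from hairpin DNA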
NALP1 yeast inh = blocks the NALP1 inflammasome reconstituted in yeast; AID 2071; actives 0.61% (n = 280,000); S. cerevisiae NALP1/ASC/caspase-1 growth, X-gal OD620, 72 h; inhibition, % at 10 µM; in the data active = inhibition mostly above about 24%, no sharp cut-off; inactive = mostly below about 32%; also: some compounds called inactive have numbers as strong as hits
MEKK2 WT-MEK5 = raises or lowers MEK5 binding to wildtype human MEKK2 PB1 domain. bead flow cytometry, Alexa488-MEK5 binding to MEKK2 WT; actives lie on both sides. binding response (% of control), % at 10 µM. actives 1.1% (n = 290,000). Q9Y2U5; in the data active = binding response below about 67% or above about 130%
HCV NS3 hel inh = blocks Hepatitis C virus NS3 helicase unwinding; NS3 helicase DNA unwinding, Cy5 molecular beacon fluorescence; inhibition, % at 10.9 µM; actives 0.56% (n = 290,000);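 active = inhibition above the mean of all tested compounds plus 3 SD, set per campaign, cut at about 35% in these data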;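 also: 0% = DMSO wells and 100% = thioflavine S control wells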
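test system = hepatitis C virus NS3 helicase domain fragment enzyme | reagent = annealed dual-labelled DNA beacon duplex, ATP-started | times = 1 h at 25 °C | detection = Cy5 fluorescence, 0 and 60 min reads | read-out basis = percent inhibition from t60/t0 fluorescence ratio | control set = DMSO and thioflavine S | replication = one well per compound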
MEKK2mut PB1 HTS = signal of MEK5 binding to mutant human MEKK2 PB1 domain; bead flow cytometry, Alexa488-MEK5 binding to MEKK2 mutant; percent response, % at 10 µM; actives 0.35% (n = 290,000); AID 1530; in the data active = percent response above about 24%, passing the limit was not always enough; also: inactives centre near 1; some results filed as inactive read as strong as hits
VIM-2 inhibitor = inhibitors of Pseudomonas aeruginosa VIM-2 metallo-beta-lactamase. purified VIM-2, nitrocefin hydrolysis, epi-absorbance fluorescence. inhibition, % at 5.6 µM. actives 0.89% (n = 290,000);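 active = inhibition above the mean of all tested compounds plus 3 SD, cutoff set per screening run, cut at about 7.5% in these data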;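 also: red hydrolysis product quenches plate fluorescence so inhibitors raise well fluorescence; 0% = enzyme with DMSO and 100% = DMSO without enzyme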
PfM18AAP inh = blocks P. falciparum M18 aspartyl aminopeptidase; recombinant PfM18AAP, H-Glu-NHMec fluorogenic cleavage; inhibition, % at 7.35 µM; actives 1.2% (n = 290,000);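 active = inhibition above the campaign mean inhibition over all tested compounds plus 3 SD, cut at about 28% in these data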;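 also: 0% = plate median of test compound wells and 100% = 2 mM ZnCl2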
UBC9 SUMO inh = inhibitors of human SUMOylation (UBC9). inhibition, % at 35 µM. HTRF SUMOylation assay, SAE1/SAE2 + UBC9, in vitro. actives 0.36% (n = 290,000). AID 2006; in the data active = inhibition above about 50%, passing the limit was not always enough; also: strong numbers were not always called active
Target sequence (P63279 whole entry, looked up): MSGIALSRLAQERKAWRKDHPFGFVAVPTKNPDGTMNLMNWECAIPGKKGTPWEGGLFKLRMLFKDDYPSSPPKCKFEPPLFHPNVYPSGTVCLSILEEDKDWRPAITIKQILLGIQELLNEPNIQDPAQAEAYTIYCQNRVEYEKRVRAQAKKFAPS
* hit, by the source's call; x = not tested or not shown; [ ] = remark or other dose.

no.	smiles	IMP-1 inh	DNA FID counter	NALP1 yeast inh	MEKK2 WT-MEK5	HCV NS3 hel inh	MEKK2mut PB1 HTS	VIM-2 inhibitor	PfM18AAP inh	UBC9 SUMO inh
1	COc1ccc2[nH]c(=O)c(NC(N)=S)nc2c1	-4.2	2	12	99	-6	2	-3.0	3	12
2	COc1ccc(NC(=O)C(=S)N2CCCC2)cc1	-1.5	-2	-13	95	-8	0	-2.1	4	12
3	COc1ccc(/C=N/NC(=O)c2cc(C)oc2C)cc1OCc1ccccc1	-1.6	-29	10	92	1	3	-3.0	-4	9
4	CC(C)(C)C(=O)N=C1SC2CS(=O)(=O)CC2N1c1ccc2c(c1)OCO2 (stereo not drawn)	-4.7	-12	-10	98	6	-2	-0.8	6	13
5	COC(=O)Cn1cnc2c(C#N)c3n(c2c1=O)CCCC3	-5.4	0	-4	96	1	-5	0.5	-3	24
6	O=C(NCc1ccccc1)C1CC(=O)N(C2CCCCCC2)C1 (stereo not drawn)	-1.3	-21	6	109	9	13	-2.9	-3	22
7	Cc1nnc(SCC(=O)N2CCc3ccccc32)n1-c1ccccc1	-7.5	-21	x	106	-3	3	-3.2	2	-5
8	C/C(=N\NC(=O)c1ccc(CSc2nc(C)cc(C)n2)cc1)C1CCCCC1	-1.5	-21	2	93	-6	-2	-3.5	-2	-13
9	O=C(c1ccc(F)cc1)N1CCC(n2nnc3ccccc32)CC1	-0.6	-3	18	85	1	-15	0.6	-3	16
10	O=C(COC(=O)COc1cccc(F)c1)NCCC1=CCCCC1	-1.0	-11	9	101	4	-4	-2.4	-2	0
11	CCn1c(SCC(=O)N2CCCCC2)nc2c(c1=O)SCC2	-1.7	-14	7	109	10	11	-0.1	3	8
12	CC1CC(C)CN(C(=O)CSc2nc(Cc3cccs3)nc3ccccc23)C1 (stereo not drawn)	-3.1	-20	33	99	-2	2	-2.2	0	-7
13	C=CCOc1ccc(/C(O)=C2\C(=O)C(=O)N(CCCOC)C2c2ccncc2)cc1 (stereo not drawn)	-2.0	-11	13	x	-4	x	-1.4	5	28
14	CCCOC(=O)c1ccc(NC(=O)C(=O)NCC2CCCO2)cc1 (stereo not drawn)	-0.8	-4	20	103	6	-2	-1.4	-11	-11
15	CSc1nnc(-c2cc(C)on2)n1-c1ccccc1	-1.7	-7	25	103	3	-1	-0.3	0	36
16	COCCCN1C(=O)c2ccccc2C1C(=O)NC1CCCCCC1 (stereo not drawn)	-2.1	-4	10	104	-3	0	-0.5	1	22
17	O=C(CCc1n[nH]c(=O)[nH]c1=O)Nc1cccc([N+](=O)[O-])c1	-4.1	3	2	94	1	1	-1.1	5	13
18	C[C@@]12C(=O)N(c3ccc(C(F)(F)F)cc3)C(=O)N1[C@@H]1c3ccccc3OC[C@@H]1[C@H]2c1ccccc1	-0.9	-20	-18	91	-7	-3	0.9	-3	-1
19	COCCN(CCOC)C(=O)c1ccc(NS(=O)(=O)c2ccc3[nH]c(=O)[nH]c3c2)cc1	-3.0	1	19	96	1	-7	1.0	-6	-3
20	O=C(CSc1ncnc2scc(-c3ccccc3)c12)NC1CCS(=O)(=O)C1 (stereo not drawn)	-4.5	-12	15	100	9	-5	-1.5	4	18
21	COc1ccc(S(=O)(=O)Nc2cc3c4c(oc3c3ccccc23)CCCC4=O)cc1	-2.0	-12	-20	95	-2	0	-0.6	3	-6
22	Cc1nn(Cc2ccc(Cl)cc2)c(Cl)c1/C=N/NC(=O)CNc1ccccc1F	-4.6	0	28	102	-4	-1	-2.9	-7	7
23	CCOC(=O)Cc1csc(SCC(=O)Nc2sc3c(c2C(N)=O)CCC3)n1	-2.3	-10	7	93	10	-8	-6.3	8	11
24	COC(=O)C1=CN(C2CCCCC2)C=C(C(=O)OC)C1c1ccc2c(c1)OCO2	-2.0	0	-3	86	-2	-9	-4.7	2	14
25	COc1ccc(/C=C/CN2CCCC(CO)(Cc3cccc(Cl)c3)C2)cc1 (stereo not drawn)	-2.3	16	31	159*	-67	6	-4.7	-1	-2
26	Cc1ccc(NC(=O)Cn2nc(C(=O)Nc3ccc(C)cc3)ccc2=O)cc1	-3.8	-30	7	100	30	7	-2.4	11	x
27	O=C(Nc1ccc(S(=O)(=O)N2CCOCC2)cc1)c1c(F)cccc1F	0.8	3	6	97	13	-4	-1.8	4	25
28	COC(=O)CCC(=O)NNC(=O)Cc1ccccc1	-2.6	-23	-19	94	1	-9	-2.3	-1	13
29	O=C(O)CCCCNS(=O)(=O)c1ccc(Cl)c(C(F)(F)F)c1	-3.4	-5	20	104	0	7	-2.1	-10	27
30	Cc1csc2nc(CSc3nncn3-c3ccccc3)c(Br)n12	-2.1	-18	0	99	8	-3	0.2	4	-2
31	CC(=O)NNC(=O)CCn1c2c(c3ccccc31)CCCC2	-1.1	-13	0	104	-15	0	-4.2	5	13
32	CC1CC(C)CN(C(=O)CSc2nnc(N)s2)C1 (stereo not drawn)	-3.1	-7	8	102	18	-2	0.3	7	-1
33	Cc1cc(S(=O)(=O)NCC(c2ccccc2)c2ccccc2)ccc1-n1cnnn1	1.6	-15	15	97	-10	2	1.8	5	0
34	COc1ccc(C2NC(=O)C(C#N)=C(S)N2c2ccc(C)cc2)cc1OC (stereo not drawn)	-3.8	-1	7	91	10	-1	-1.9	7	11
35	Cn1c(Cc2csc(N)n2)nnc1SCC(=O)NCc1ccccc1	-3.2	-4	-16	103	0	4	-1.2	-2	-7
36	COc1ccc(Oc2nccc(-c3ccc(Cl)cc3)n2)cc1	-1.0	-7	20	102	-2	7	1.8	3	-26
37	COCCNC(=O)c1nn2c(C(F)(F)F)cc(-c3ccccc3)nc2c1Cl	-0.7	-6	-6	106	-6	4	4.0	1	16
38	COc1cccc(C2c3[nH]c4ccccc4c3CCN2C(=O)Cn2cncn2)c1OC (stereo not drawn)	-2.0	-26	4	94	-2	-5	-0.2	-8	-8
39	COc1ccc(NC(=O)c2cnc3n(c2=O)CCS3)cc1OC	-3.3	-10	17	100	16	6	0.1	-7	-15
40	Cc1cc(C)c2c(N)c(C(=O)C(C)(C)C)sc2n1	0.5	3	3	101	-3	-3	1.9	2	11
41	CCC1CCc2sc(C(=O)O)cc2C1 (stereo not drawn)	-1.9	-6	10	101	16	1	-2.7	5	18
42	Cc1ccc(C(=O)NC2CCCCC2)cc1S(=O)(=O)N1CCCC1	-2.4	-19	3	93	-1	-1	-1.8	12	4
43	O=C(CN1CCOCC1)NN=C1CCCCCCCCCCC1	-3.9	0	25	97	-1	-2	-2.5	-4	-3
44	CCOc1cc(S(=O)(=O)Nc2ccncc2)ccc1F	-4.8	-2	1	112	-4	10	-2.2	-1	12
45	CCc1ccccc1NC(=O)CSc1nc(C)c(C)o1	-2.4	-9	19	100	8	2	-2.1	-9	6
46	O=C(Nc1ccccc1Cl)N1CCCN(c2nc(-c3ccccc3)ns2)CC1	-1.0	-15	10	97	-9	-2	-3.2	3	-7
47	CCCn1c(C(C)Nc2nc(-c3cc(Cl)c(N)c(Cl)c3)cs2)nc2cc(Cl)c(N3CCCCC3)cc21 (stereo not drawn)	-5.3	-15	5	95	25	-2	-3.0	2	-15
48	CC(C)(C)NC(=O)C1c2ccccc2Oc2ccccc21	-2.8	-3	0	108	4	13	-2.4	-6	3
49	COC(=O)c1cc(NS(=O)(=O)c2ccc(NC(C)=O)cc2)cc(C(=O)OC)c1	-1.8	-3	-13	123	6	5	-0.1	2	15
50	CCCCc1ccc(NC(=S)NCc2cccc(OC)c2)cc1	-2.4	-8	0	107	-7	4	-3.2	-5	-17
51	Cc1ccccc1NC(=O)c1cc2ccccc2o1	-3.3	-4	16	107	5	5	-0.5	4	2
52	CNC[C@H](CC1CCCCC1)NC[C@H](CO)NCC1(c2ccccc2)CC1	-0.8	21	19	114	-13	-1	-2.1	3	6
53	CCOc1ccc(CC2c3cc(OCC)c(OCC)cc3CCN2C(=O)c2cc(OC)c(OC)c(OC)c2)cc1OCC (stereo not drawn)	-3.1	-5	17	98	-4	1	-2.8	-1	-8
54	Clc1ccc(CN2CCC(Cc3ccccc3)CC2)cc1	-0.7	10	28	199*	-16	59*	2.7	-1	1
55	C=CCNC(=O)CC(=O)N/N=C/c1ccccc1F	-1.4	-2	4	114	-4	8	-0.3	-1	26
56	CCCCC(=O)NC(NC(=O)CCCC)c1ccc(OCCC)c(OC)c1	-3.6	-1	21	100	2	-1	-8.0	0	8
57	O=C(COC(=O)c1cccc(S(=O)(=O)N2CCc3ccccc32)c1)Nc1ncc(Cl)cc1Cl	-1.8	-10	35	95	7	-1	1.3	5	10
58	O=c1[nH]nc2c3ccccc3cnn12	-4.1	-3	8	105	13	9	-4.8	4	10
59	Cc1ccc(C)c(N2CCN(CCCNC(=O)Cn3cc4c(n3)CCC(C)C4)CC2)c1 (stereo not drawn)	-0.9	13	27	x	-25	x	-1.1	2	-8
60	CN1CCN(Cc2oc(CO)cc(=O)c2O)CC1	1.2	-4	-2	107	0	0	1.4	7	16

2 compounds picked at random from those above, as already listed:
no.	smiles	IMP-1 inh	DNA FID counter	NALP1 yeast inh	MEKK2 WT-MEK5	HCV NS3 hel inh	MEKK2mut PB1 HTS	VIM-2 inhibitor	PfM18AAP inh	UBC9 SUMO inh
54	Clc1ccc(CN2CCC(Cc3ccccc3)CC2)cc1	-0.7	10	28	199*	-16	59*	2.7	-1	1
43	O=C(CN1CCOCC1)NN=C1CCCCCCCCCCC1	-3.9	0	25	97	-1	-2	-2.5	-4	-3

More results follow:
no.	smiles	IMP-1 inh	DNA FID counter	NALP1 yeast inh	MEKK2 WT-MEK5	HCV NS3 hel inh	MEKK2mut PB1 HTS	VIM-2 inhibitor	PfM18AAP inh	UBC9 SUMO inh
61	Cc1ccc(C(=O)N2CCN(C(=O)CN3CCCC3)C2)cc1	-7.2	1	14	114	-4	15	0.2	9	0
62	CCCCN(C)CCCNC(=O)CCn1nc(-c2ccccc2)ccc1=O	-5.5	19	26	x	7	x	-1.1	-5	34
63	C=CCN(Cc1cc(OC)ccc1OC)C(=O)c1cc2ccc(OC)cc2[nH]1	-4.6	-28	9	94	-2	2	-2.2	4	3
64	O=C1/C(=C\c2ccc(-c3ccccc3Cl)o2)SC(=S)N1CC1CCCO1 (stereo not drawn)	2.1	-5	15	35*[inhibitor]	25	-28	-2.9	5	-19
65	COc1ccc(OC)c(C(c2nnnn2C2CCCC2)N2CCN(c3ccccc3F)CC2)c1 (stereo not drawn)	-2.6	-24	-5	100	-10	2	-0.9	4	-4
66	O=C(NCC1CCCO1)C1CCN(S(=O)(=O)N2CCCC2)CC1 (stereo not drawn)	1.9	-3	10	x	-1	x	-0.8	-2	15
67	Cc1ccc(C(=O)N/C(=C\c2ccc(Br)cc2)c2nc(=S)[nH][nH]2)cc1	-1.4	-13	-3	65*[inhibitor]	21	-10	-2.2	-9	9
68	CCN(CC(=O)NCc1cccs1)S(=O)(=O)c1ccc([N+](=O)[O-])cc1	-0.8	3	-7	74	-3	-11	0.4	-1	0

Copied from the list:
UBC9 SUMO inh with #61 → 0
NALP1 yeast inh with #68 → -7
